TDP1 cell CPT: DT40-hTDP1 cell growth loss with CPT; chicken DT40 Tdp1-/-;hTDP1 cells + 20 nM CPT, ATP luminescence, 48 h; Potency, µM (highest dose often 46.2 µM), for the others: at the top dose activity change, negative = growth inhibition, most hits filed as inhibitors; 420,000 compounds, 12% hits; AID 686979; further: nearly all actives have a fitted effect of over 55% in size
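Chicken DT40 Tdp1-/- cells stably complemented with human TDP1 were seeded at 400 cells/well in medium containing 20 nM camptothecin, exposed to pin-transferred compounds, and grown at 37 °C for at least 48 hr. Viability was read as ATP luminescence.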
DT40 TDP1 no CPT: qHTS for Inhibitors of human tyrosyl-DNA phosphodiesterase 1 (TDP1): qHTS in cells in absence of CPT. DT40 Tdp1-/- hTDP1 cells, no CPT, ATP luminescence, 48 h. Potency, µM (titrated, usually from 46.2 µM), for the others: at the top dose activity change, negative = growth inhibition, actives largely listed as inhibitors. 420,000 compounds, 15% hits; further: nearly all actives have a fitted effect of over 55% in size
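Chicken DT40 Tdp1-/- cells complemented with human TDP1, screened without camptothecin (DMSO vehicle only), 400 cells/well. Compounds pin-transferred, cells incubated at 37 °C for at least 48 hr. Growth read as ATP-dependent luminescence (CellTiter-Glo, 30 min at RT).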
TDP1 inh: blocks human tyrosyl-DNA phosphodiesterase 1; Potency, µM (top dose mostly 130 µM), inactives show top-dose activity change, negative = inhibition, actives largely listed as inhibitors; recombinant TDP1, AlphaScreen DNA substrate cleavage; AID 485290; Q9NUW8; 350,000 compounds, 0.28% hits; further: nearly all actives have a fitted effect of over 40% in size
Target sequence (Q9NUW8 whole entry, looked up): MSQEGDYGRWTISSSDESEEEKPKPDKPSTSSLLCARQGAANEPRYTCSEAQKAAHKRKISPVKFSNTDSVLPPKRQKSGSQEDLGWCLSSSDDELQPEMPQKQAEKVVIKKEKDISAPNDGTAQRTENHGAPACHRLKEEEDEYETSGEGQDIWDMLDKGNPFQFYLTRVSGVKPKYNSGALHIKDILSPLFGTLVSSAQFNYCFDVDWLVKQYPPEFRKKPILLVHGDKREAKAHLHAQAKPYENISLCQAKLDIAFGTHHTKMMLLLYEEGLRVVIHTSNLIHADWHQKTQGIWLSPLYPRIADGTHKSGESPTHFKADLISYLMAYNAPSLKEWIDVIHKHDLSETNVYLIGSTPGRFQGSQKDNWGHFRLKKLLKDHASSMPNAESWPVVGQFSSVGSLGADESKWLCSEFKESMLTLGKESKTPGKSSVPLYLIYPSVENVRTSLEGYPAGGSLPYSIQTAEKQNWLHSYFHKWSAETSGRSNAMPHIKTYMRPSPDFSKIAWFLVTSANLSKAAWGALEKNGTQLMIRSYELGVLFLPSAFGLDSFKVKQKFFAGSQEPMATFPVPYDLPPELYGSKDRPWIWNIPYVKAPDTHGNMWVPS
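Recombinant E. coli-expressed Tdp1 (1 nM) preincubated with compound 15 min at RT, then 5'-biotin/3'-phosphotyrosine-FITC DNA substrate (15 nM) added for 5 min. AlphaScreen beads (10 ug/ml) added, 10 min RT; tyrosine-FITC cleavage read as signal loss.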
An asterisk follows results filed as active; ? = inconclusive; . = not tested or not shown; & = joins results of further samples; [ ] = another dose, or the depositor's remark. The call rests on the fitted dose curve; in most records, active means well fitted curve in the direction sought with a large enough effect; inconclusive means small, poorly fitted or top-dose-only effect, or another doubt; inactive means no such curve, though single readings can be large; an effect the other way counts as inactive or inconclusive. On the % scale 0 is the no-effect control and ±100 the full control effect; potency means the concentration at half of the fitted maximal effect.

SMILES	TDP1 cell CPT	DT40 TDP1 no CPT	TDP1 inh
COc1ccccc1NC(=O)C(C)OC(=O)Cc1n[nH]c(=O)c2ccccc12 (stereo not given)	?	-2%	0%[0.505 µM]
Oc1ccc(Br)cc1-c1ccnn1-c1ccccc1	21µM*	10µM*	4%
COc1ccc(C(=O)OCC(=O)Nc2cccc(C(C)=O)c2)c(OC)c1OC	?	?	4%
CC(=O)N1CCc2cc(S(=O)(=O)NCCN3CCC(C)CC3)ccc21	-14%	-19%	5%
O=C(c1ccc(CNc2c(NC3CCCCC3)c(=O)c2=O)cc1)N1CCc2ccccc21	1%	-8%	7%
Cc1cc(-n2c(C)cc(C(=O)CN3C(=O)C(=O)N(C)C3=O)c2C)no1	8%	-24%	2%
Cc1ccc(OCCN2C(=O)NC3(CCc4ccccc4C3)C2=O)cc1 (stereo not given)	-13%	1%	3%
OC(COCC1COc2ccccc2O1)CN1CCc2ccccc2C1 (stereo not given)	?	-25%	0%
Cn1c(-n2c(CCCN3C(=O)c4ccccc4C3=O)nc3ccccc3c2=O)nc2ccccc21	?	?	2%
CC(C)CNC(=O)C1(N2C(=O)c3ccccc3C2=O)CCCC1	6%	2%	.
Cc1[nH]n(C)c(=O)c1C(=O)c1c(-c2ccccc2Cl)noc1C	2%	6%	-3%
CCOC(=O)C(CC)Sc1ccc2nnc(CCNS(=O)(=O)c3ccccc3)n2n1 (stereo not given)	-14%	10%	5%
O=C1Cc2ccccc2C(=O)N1CCc1ccccc1	-16%	-4%	9%
CCN(CC(=O)NCc1cccs1)C(=O)/C=C/c1ccc(F)cc1	0%	-20%	.
CCN(C[C@H]1N[C@@](CC)(C(=O)OC)[C@H]2C(=O)N(Cc3ccccc3)C(=O)[C@@H]12)C(=O)c1ccc(F)cc1	-30%	?	2%
OC1C2COC(O2)[C@H](O)C1O (stereo not given in full)	6%	-6%	-6%[56.1 µM]
C=C(C)c1cccc(C(C)(C)NC(=O)N2CCN(C/C=C/c3ccccc3)CC2)c1	23µM*	23µM*	2%
O=C(Nc1ncccn1)C1=C(O)c2ccccc2S(=O)(=O)N1Cc1ccccc1	-10%	5%	.
CN(C)CCNc1cnn(-c2ccccc2)c(=O)c1Cl	-1%	-5%	3%
C[C@H](OC(=O)c1[nH]cnc1C(=O)N1CCN(C(=O)OC(C)(C)C)CC1)c1ccccc1	?	26µM*	0%
CCCc1nnc(NC(=O)CCC(=O)NCc2ccccc2OC)s1	-9%	-20%	-1%
CC1CCCCN1CCNC(=O)CC1Oc2ccccc2NC1=O (stereo not given)	-19%	3%	4%
O=C(CSc1nc(N2CCCCC2)nc(N2CCCCC2)n1)N1CCN(c2ccccc2)CC1	23µM*	16µM*	1%
Nc1ncnc(Nc2ccc(Cl)cc2)n1	4%	-3%	.
CC1CN(C(=O)c2ccccc2NS(=O)(=O)c2ccc(Cl)cc2)CC(C)O1 (stereo not given)	-9%	-4%	2%
Clc1ccc(-c2nc(/C=N/N3CCOCC3)c3ccccn23)cc1	?	-28%	5%
CC1SCCN1S(=O)(=O)c1ccc2ccccc2c1 (stereo not given)	-22%	?	5%
COCCCn1c(C(=O)NC2CCCCC2)cc2c(=O)n3cccc(C)c3nc21	18µM*	16µM*	.
COc1ccc(S(=O)(=O)N2CCC(C(=O)N3CCN(C)CC3)CC2)cc1OC	16%	0%	.
Cc1cccc(OCCOCCSc2ncccn2)c1	-10%	-30%	4%
O=S(=O)(NCc1cccs1)c1ccccc1Cl	-2%	-2%	-5%
COc1ccc(C(=O)Nc2ccc(NC(C)=O)cc2)cc1S(=O)(=O)N1CCCC1	-1%	-15%	1%
CCC(CC)C(=O)NCc1cccnc1	2%	1%	5%
O=C(Nc1nc2ccccc2[nH]1)c1ccccc1F	?	12µM*	5%
CCOc1cc(/C=C(\C#N)C(N)=O)ccc1OS(=O)(=O)c1ccccc1	-6%	-16%	3%
CCC(CC)C(=O)NCCNC(=O)C(CC)CC	-4%	15%	3%

Seven entries already listed, ordered by formula weight, rising.
SMILES	TDP1 cell CPT	DT40 TDP1 no CPT	TDP1 inh
CCC(CC)C(=O)NCc1cccnc1	2%	1%	5%
O=C(Nc1nc2ccccc2[nH]1)c1ccccc1F	?	12µM*	5%
O=S(=O)(NCc1cccs1)c1ccccc1Cl	-2%	-2%	-5%
Cc1cccc(OCCOCCSc2ncccn2)c1	-10%	-30%	4%
CC1SCCN1S(=O)(=O)c1ccc2ccccc2c1 (stereo not given)	-22%	?	5%
CCOc1cc(/C=C(\C#N)C(N)=O)ccc1OS(=O)(=O)c1ccccc1	-6%	-16%	3%
COc1ccc(S(=O)(=O)N2CCC(C(=O)N3CCN(C)CC3)CC2)cc1OC	16%	0%	.

Next section
SMILES	TDP1 cell CPT	DT40 TDP1 no CPT	TDP1 inh
CCOC(=O)C1CCC(=O)C1 (stereo not given)	-2%	-20%	.
O=C(Cn1ccc(NC(=O)OCc2ccccc2)nc1=O)NCc1nc2ccccc2[nH]1	-15%	1%	6%
Cc1cc(C)cc(-n2c(C)c3c(C)nnc(C)c3c2C)c1	8.2µM*	7.3µM*	8%
O=C(NC1CC1)c1cc2c(s1)CS(=O)(=O)C2	2%	4%	0%
Cc1c(C(=O)N2CCCCCC2)c(S(=O)(=O)Nc2ccc(F)cc2)c(C)n1C	-17%	-10%	1%
O=C(COC(=O)Cc1cccc(C(F)(F)F)c1)NC1CCS(=O)(=O)C1 (stereo not given)	6%	7%	.
COc1ccc(S(=O)(=O)N(C)C)cc1NC(=O)CSc1nncs1	-16%	-25%	-3%
Cc1c(C(=O)NCc2cccnc2)oc2ccc(S(=O)(=O)N3CCCCCC3)cc12	?	?	-1%
CC1CCCCC12NC(=O)N(CC(=O)N1CCN(S(=O)(=O)c3ccc4c(c3)CCC4)CC1)C2=O (stereo not given)	?	?	-3%
COc1ccccc1NC(=O)CSc1nc(-c2ccccc2F)nc2cc(=O)[nH]n12	?	?	-11%
CCc1ccc(CNC(=O)c2ccc(NC(=O)N3CCCCc4ccccc43)cc2)cc1	21µM*	?	3%
CCC(C(=O)NCc1ccco1)N(C(=O)CNS(=O)(=O)c1ccccc1)C1CCCCC1 (stereo not given)	-22%	-25%	4%
CCCCN=Cc1c(C)[nH]n(-c2ccccc2)c1=S	-28%	?	9%
CCc1nc(CN(C)C(=O)C2CCC(=O)N(CCc3cccc(F)c3)C2)no1 (stereo not given)	2%	3%	3%
CSc1ccc(CCNC(=O)c2ccc(CS(=O)Cc3ccccc3Cl)o2)cc1 (stereo not given)	?	?	6%
O=C(OCc1nc2ccccc2s1)c1ccc([N+](=O)[O-])o1	-14%	-19%	8%
Cc1ccc(NC(=O)CSCC(=O)N2CCN(C(=O)c3ccco3)CC2)cc1	-3%	3%	0%
COc1ccc(OC)c(C2CC(=O)Nc3ccc4ccccc4c32)c1 (stereo not given)	?	?	5%
CCn1c(CNC(=O)c2ccc(OC)cc2)nnc1SC	-3%	-21%	2%
COc1ccc(OCC(=O)N/N=C(\C)c2cccs2)cc1	-29%	0%	3%
CCCCCCCC[n+]1cccc(C(=O)N2c3c(nc(N)[nH]c3=O)NC(C)C2C)c1 (stereo not given)	2%	-8%	3%
O=C(CN1CCN(S(=O)(=O)c2ccc(F)cc2)CC1)Nc1ccc2c(c1)OCO2	-9%	-22%	2%
COc1ccc(Cl)cc1NC(=O)c1nnn(CC(=O)Nc2ccc(C)c(C)c2)c1N	-14%	18%	0%
O=C(NNC(=O)C1CCCO1)c1ccc(Cl)cc1 (stereo not given)	-24%	-7%	-3%
Cc1nnc2n(c1=O)C(CS(=O)(=O)c1ccc3ccccc3c1)CS2 (stereo not given)	3%	1%	8%
CSCCC1NC(=O)N(CC(=O)Nc2ccc(Cl)c(S(=O)(=O)N3CCOCC3)c2)C1=O (stereo not given)	-3%	-10%	1%
CCOc1ccc(NC(=O)c2cccc(-n3cnnn3)c2)cc1	-4%	6%	-4%
CCN(CC)c1ccc(/C=N/Nc2nn[nH]n2)cc1	?	12µM*	.
CCOCCc1nn2c(=O)cc(COC(=O)C3CCCCC3)nc2s1	-1%	-10%	5%
O=C(O)C1=C(C(=O)N2CCN(C(=O)c3ccco3)CC2)CCCC1	-11%	2%	-1%
CCCCN1C(=O)C(=O)N(CC(=O)Nc2cccc(C(C)=O)c2)C1=O	4%	13%	-1%[56.1 µM]
O=C(NC1CCCC1)c1ccc(Cn2c(=O)[nH]c3ccsc3c2=O)cc1	-26%	18%	5%
CCOC(=O)c1oc2nc(C(C)C)c3c(c2c1N)CC(C)(C)OC3	?	?	1%
CCOc1ccccc1-n1cc2c(c1-c1ccc(OC)cc1)c(=O)n(C)c(=O)n2C	?	?	4%
Cc1ccc(S(=O)(=O)c2cc3c(=O)n4cccc(C)c4nc3n(C3CCCCC3)c2=N)cc1	-26%	-11%	.
CSc1ccccc1NC(=O)c1onc(C)c1Cl	-4%	-14%	-4%
O=S(=O)(Nc1cccc2cn[nH]c12)c1ccc(F)cc1	?	?	-2%
Nc1nc(NC(=O)CCC(=O)O)nn1-c1ccccc1	5%	-24%	-2%
CCOC(=O)N1CCN(C(=O)CNC(=O)c2nn(-c3ccc(OC)c(OC)c3)c(=O)c3ccccc23)CC1	-24%	?	.
CCSc1ncc(Cl)c(C(=O)Nc2ccc(S(=O)(=O)N3CCC(C)CC3)cc2)n1	15µM*	5.8µM*	10%
Cc1ccc(NC(=O)Cn2c(-c3nonc3N)nc3ccccc32)cc1C	?	?	0%[12.3 µM]
Cn1c(=O)[nH]c(=O)c2c1ncn2CCN1CCCCC1	-1%	3%	1%
COc1ccccc1CNc1ncncc1-c1ccccc1OC	?	?	.
COc1cc(/C=N/NC(=S)NCC2CCCO2)cc(OC)c1OC (stereo not given)	?	?	.
Brc1ccc(C2C3=C(Nc4ncnn42)c2ccccc2OC3c2ccncc2)cc1 (stereo not given)	?	?	6%
CN(C)c1nc2c(N)ncnc2n1C1OC(CO)C(O)C1O (stereo not given)	4%	3%	.
C[C@]12C(=O)N(c3ccc(F)cc3)C(=O)N1[C@@H]1c3ccccc3OC[C@@H]1[C@H]2c1ccccc1	?	18µM*	.
CC/C=C\C/C=C\C/C=C\CCCCCCCCCCCC(=O)O	4%[4.12 µM]	1%[4.12 µM]	9%&9%
CN(Cc1ccccc1)C(=O)c1ccc2c(c1)N(Cc1ccc(Cl)cc1)C(=O)c1ccccc1S2=O (stereo not given)	16µM*	16µM*	5%
Cc1ccccc1NC(=O)CSc1nc2ccc(NC(=O)c3ccccc3)cc2s1	?	16µM*	5%
CCOc1ccc(N(CC(=O)NCc2ccco2)S(C)(=O)=O)cc1	0%	-21%	4%
O=C(NCC1CCCO1)Nc1ccc(Cl)cc1 (stereo not given)	?	?	-1%
COc1ccc(-c2nnn(CC(=O)NCc3ccc4c(c3)OCO4)n2)cc1OC	-22%	-17%	3%
CC(C)(C)CC(=O)N1CCN(Cc2ccc3c(c2)OCO3)CC1	-5%	-19%	.
COc1ccccc1NC(=O)CSc1nc(O)cc(=O)n1-c1ccccc1OC	-1%	5%	-2%
O=C(NCC1Cc2cccc(-c3cnccn3)c2O1)C1COc2ccccc2O1 (stereo not given)	10%	-19%	.
Cc1ccc(CNC(=O)Cc2cn(C)c3ccccc23)cc1	19%	-10%	.
O=c1sc2ccccc2c(=O)n1Cc1ccccc1F	11%	-14%	0%
CCc1ccc2nc(SCC(=O)N3CCCCC3)c(C#N)cc2c1	?	?	.
COc1ccc(NC(=O)CN2C(=O)COc3ccc(S(=O)(=O)Nc4ccccc4)cc32)cc1	-26%	-15%	0%

The list continues.
SMILES	TDP1 cell CPT	DT40 TDP1 no CPT	TDP1 inh
O=C(OCC(=O)N1CCCc2ccccc21)c1ccc(S(=O)(=O)C(F)F)cc1	7%	3%	-4%
CC1(C)Cc2c(C#N)c(OCC(=O)c3ccccc3)nc(-c3ccoc3)c2CO1	?	?	-3%
COc1ccc(CCC(=O)N2CC(C)OC(C)C2)cc1 (stereo not given)	-14%	-11%	3%
O=S(=O)(Nc1ccccc1)c1ccc(S(=O)(=O)N2CCCC2)cc1	?	-16%	2%
Cc1c(Cl)cccc1NC(=S)N1CCC(N(C)CC2CCCO2)CC1 (stereo not given)	3%	1%	1%

Another view of some results above:
SMILES | TDP1 cell CPT | DT40 TDP1 no CPT | TDP1 inh
COc1ccc(CCC(=O)N2CC(C)OC(C)C2)cc1 (stereo not given) | -14% | -11% | 3%
O=S(=O)(Nc1ccccc1)c1ccc(S(=O)(=O)N2CCCC2)cc1 | ? | -16% | 2%

Screening data (PubChem)
